RORgamma inh – qHTS for inhibitors of ROR gamma transcriptional activity; Nuclear receptor ROR-gamma (Mus musculus), P51450; Drosophila S2 Gal4-RORgamma UAS-luciferase reporter, 20 h; Potency, µM (titrated, usually from 53.6 µM), inactives show top-dose activity change, negative = inhibition, usual class: inhibitors; actives 5.4% (n = 310,000); AID 2551, 2010; also: % is scaled to controls: 0 for no effect and ±100 for the full control effect; nearly all actives have a fitted effect of over 60% in size
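Read-out: Photinus luciferase luminescence; inhibitors lower reporter signal. Insect Schneider cells with Gal4-ROR gamma fusion under metallothionein promoter, UAS reporter; 700 uM final copper sulfate induction, 20 hr, ambient temperature.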
uPA generation – qHTS for Inhibitors of Cell Surface uPA Generation; cell surface uPA generation assay, qHTS; Potency, µM (doses to about 38.3 µM), for inactives: top-dose activity change, negative = inhibition, actives largely listed as inhibitors; actives 0.31% (n = 330,000); AID 540303, 2011; active = well fitted inhibition curve with a large enough effect; inconclusive = small, poorly fitted or top-dose-only effect; inactive = no such curve, though single readings can be large or run the other way; tested in mouse RAW 264.7 cells; also: % is scaled to controls: 0 for no effect and ±100 for the full control effect; nearly all actives have a fitted effect of over 55% in size
BRCA1 expr act – qHTS Assay to Identify Small Molecule Activators of BRCA1 Expression. AID 624202, 2012. actives 1.1% (n = 380,000). MCF7-BRCA1-FFLuc reporter, luminescence, 48 h; response scale: scaled: vehicle 0%, 10 µM genistein 100%. Potency, µM (doses to about 46.1 µM), for the others: top-dose activation, most hits filed as activators; also: nearly all actives have a fitted effect of over 80% in size; some results filed as inactive show a strong effect at the top dose
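MCF7 cells carrying a BRCA1-firefly luciferase reporter (2000 cells/well, phenol-red free MEM) were attached for 2 h at 37 °C, then given compounds for 48 h. Luminescence was read 15 min after luciferase reagent; activity normalized to genistein (10 microM) and DMSO.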
p53 reactivator – qHTS assay for re-activators of p53 using a Luc reporter | Potency, µM (top dose mostly 92.2 µM), for inactives: at the top dose activity change, positive = activation, usual class: activators | AID 504706, 2011 | H1299 p53-A138V BP100-luciferase reporter, luminescence, 24 h | actives 0.063% (n = 320,000); also: % of control where 0% means no effect; nearly all actives have a fitted effect of over 45% in size
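p53-null H1299 cells stably carrying temperature-sensitive p53-A138V and a BP100-luciferase reporter were pinned with compounds (4-point, 1:5 series) and held 24 hrs at 37 deg C. Luminescence was read 10 min after detection reagent.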
MBNL1-CUG inh – qHTS Assay for Inhibitors of MBNL1-poly(CUG) RNA binding; Muscleblind-like protein 1 (Homo sapiens), Q9NR56; TR-FRET MBNL1-His/biotin-(CUG)12 binding, 665/545 ratio; Potency, µM (highest dose often 57.5 µM), for the others: at the highest dose activity change, negative = inhibition, hits mostly inhibitors; actives 0.036% (n = 280,000); AID 2675, 2010; active = well fitted inhibition curve with a large enough effect in the signal ratio, with a control signal flat, not every such curve was filed as active; inconclusive = small, poorly fitted or top-dose-only effect, or effect the other way, or a change in a side signal; inactive = no such curve, though single readings can be large or run the other way; the % refers to the signal ratio; also: % is scaled to controls: 0 for no effect and ±100 for the full control effect
Target sequence (Q9NR56 whole entry, looked up): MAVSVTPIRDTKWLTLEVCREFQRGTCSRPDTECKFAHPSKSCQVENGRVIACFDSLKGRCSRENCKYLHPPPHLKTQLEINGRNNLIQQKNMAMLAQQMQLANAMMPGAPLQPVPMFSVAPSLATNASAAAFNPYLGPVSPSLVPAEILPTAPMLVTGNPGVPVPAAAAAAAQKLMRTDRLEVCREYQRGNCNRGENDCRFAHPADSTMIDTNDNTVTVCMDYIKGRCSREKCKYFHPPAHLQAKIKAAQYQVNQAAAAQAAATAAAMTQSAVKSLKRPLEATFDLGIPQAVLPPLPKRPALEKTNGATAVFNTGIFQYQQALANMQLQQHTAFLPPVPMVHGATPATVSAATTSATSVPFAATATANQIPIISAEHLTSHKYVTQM
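TR-FRET readout: Ex 340 nm, 665/545 nm emission ratio, normalized to buffer-only (basal) and MBNL1-(CUG)12 controls. Complex of MBNL1-His with Biotin-(CUG)12, compounds 92 nM–58 uM, incubated 60 min at room temperature.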
Gal4-VP16 FLuc – VP16 counterscreen qHTS for inhibitors of ROR gamma transcriptional activity; AID 2546, 2010; Potency, µM (series often up to 53.6 µM), for inactives: at the top dose activity, negative = inhibition, actives largely listed as inhibitors; Drosophila S2 Gal4-VP16 UAS-luciferase, luminescence, 20 h; actives 3.5% (n = 310,000);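 also: Gal4-VP16 expression switched on by copper sulfate through the metallothionein promoter; % is scaled to controls: 0 for no effect and ±100 for the full control effect; nearly all actives have a fitted effect of over 50% in size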
Rab9 prom act – qHTS Assay for Rab9 Promoter Activators. Huh7 Rab9 promoter-luciferase reporter, luminescence, 24 h. Potency, µM (highest dose often 9.22 µM), for the others: at the highest dose activation, negative = inhibition, hits mostly activators. actives 2.8% (n = 320,000). AID 485297, 2010; also: % of control where 0% means no effect; nearly all actives have a fitted effect of over 60% in size
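Luminescence read-out: Huh7 cells stably expressing Rab9-luciferase, treated 24 h with compound at 37 °C, then lysed with luciferase reagent for 10 min at ambient before reading.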
MLL CXXC-DNA inh – qHTS Fluorescence Polarization Assay for Inhibitors of MLL CXXC domain - DNA interaction; Histone-lysine N-methyltransferase 2A (Homo sapiens), Q03164; MLL-CXXC / FITC-HOXA9 DNA fluorescence polarization; Potency, µM (titrated, usually from 115 µM), for the others: top-dose activity change, negative = inhibition, usual class: inhibitors; actives 0.037% (n = 290,000); AID 2662, 2010; active = well fitted inhibition curve with a large enough effect in the polarisation, with a control signal flat, not every such curve was filed as active; inconclusive = small, poorly fitted or top-dose-only effect, or effect the other way, or a change in a side signal; inactive = no such curve, though single readings can be large or run the other way; the % refers to the polarisation
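Fluorescence polarization: 7 uM MLL-CXXC (stock) preincubated 5 min with compounds, then 50 nM fluorescein-HOX-A9 DNA (stock) added; 30 min ambient. Buffer 50 mM Tris-HCl pH 7.5, 50 mM NaCl, 1 mM DTT, 0.05% BSA.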
ELG1 genotox – qHTS screen for small molecules that induce genotoxicity in human embryonic kidney (HEK293T) cells expressing luciferase-tagged ELG1 | HEK293T ELG1-luciferase reporter, luminescence, 16 h | Potency, µM (doses to about 46 µM), without a hit: at the highest dose activity change, positive = activation, usual class: activators | actives 1.3% (n = 330,000) | AID 504466, 2011; also: % of control where 0% means no effect; nearly all actives have a fitted effect of over 60% in size
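Screening used a luciferase reporter fused to human ELG1 in HEK293T cells. Luminescence was read on a CCD plate imager after 16 hr exposure and 30 min ONE-Glo incubation.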
FLuc counter – qHTS profiling assay for firefly luciferase inhibitor/activator using purifed enzyme and Km concentrations of substrates (counterscreen for miR-21 project) | actives 6.9% (n = 360,000) | Potency, µM (series often up to 57.5 µM), for inactives: at the top dose activity change, negative = inhibition, most hits filed as inhibitors | purified FLuc, Km substrates, luminescence inhibition | Luciferin 4-monooxygenase (Photinus pyralis), P08659;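 also: plate controls were vehicle for no effect and reference inhibitor for full effect; nearly all actives have a fitted effect of over 55% in size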
Target sequence (P08659 whole entry, looked up): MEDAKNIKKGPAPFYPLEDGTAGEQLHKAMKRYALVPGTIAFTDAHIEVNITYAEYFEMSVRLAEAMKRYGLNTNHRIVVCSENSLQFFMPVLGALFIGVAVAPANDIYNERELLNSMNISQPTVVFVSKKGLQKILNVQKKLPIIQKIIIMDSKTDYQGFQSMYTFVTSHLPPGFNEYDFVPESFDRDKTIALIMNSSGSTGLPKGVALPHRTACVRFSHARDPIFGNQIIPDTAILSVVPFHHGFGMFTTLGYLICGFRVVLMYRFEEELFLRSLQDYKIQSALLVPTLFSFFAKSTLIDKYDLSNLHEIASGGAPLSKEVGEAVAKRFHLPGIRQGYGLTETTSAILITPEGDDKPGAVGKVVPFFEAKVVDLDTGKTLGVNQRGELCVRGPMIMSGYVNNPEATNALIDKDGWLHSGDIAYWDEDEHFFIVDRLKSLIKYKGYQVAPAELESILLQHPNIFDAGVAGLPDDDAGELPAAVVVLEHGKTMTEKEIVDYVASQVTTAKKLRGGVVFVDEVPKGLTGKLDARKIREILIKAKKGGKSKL
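Purified P. pyralis luciferase, 10 nM final, with Km-level 10 uM D-luciferin and 10 uM ATP in 50 mM Tris acetate pH 7.5, 10 mM Mg acetate, 0.01% Tween-20, 0.05% BSA; 6-point qHTS titration about 60 µM downward; luminescence read.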
NPC1 promoter act – qHTS Assay for NPC1 Promoter Activators | actives 2.4% (n = 320,000) | Huh7 NPC1 promoter luciferase reporter, 24 h | AID 485313, 2010 | Potency, µM (titrated, usually from 9.22 µM), without a hit: at the highest dose activation, usual class: activators;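 also: % of control where 0% means no effect; nearly all actives have a fitted effect of over 60% in size; reporter is driven by a mutant NPC1 promoter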
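Cells: Huh7 expressing luciferase under the NPC1 promoter, 1500/well. Seeded 2 h, compound added, incubated 24 h at 37 °C. Luciferase reagent, 10 min ambient, then luminescence.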
* marks the source's active call; other numbers are inactive results; ? = inconclusive; . = not tested or not shown; & = joins results of further samples; [ ] = dose if it differs, or a comment. Unless noted, calls follow the shape of the dose curve; as a rule, active = well fitted curve in the direction sought with a large enough effect; inconclusive = small, poorly fitted or top-dose-only effect, or another doubt; inactive = no such curve, though single readings can be large; an effect the other way counts as inactive or inconclusive. Potency is read from the fitted curve at half-maximal effect.

SMILES	RORgamma inh	uPA generation	BRCA1 expr act	p53 reactivator	MBNL1-CUG inh	Gal4-VP16 FLuc	Rab9 prom act	MLL CXXC-DNA inh	ELG1 genotox	FLuc counter	NPC1 promoter act
C[C@H](NC(=O)c1ccco1)C(=O)N1CCCC1	-16%	3%	-4%	-3%	0%	1%	-2%	35%	2%	-1%	-1%
Cc1ccccc1-c1noc(CCC(=O)NCc2ccco2)n1	22%	-9%	6%	-3%	6%	22%	-8%	10%	1%	-7%	-1%
CC(OC(=O)CNS(=O)(=O)/C=C/c1ccccc1)C(=O)Nc1ccc(S(=O)(=O)N2CCCC2)cc1 (stereo not given)	11%	4%	-12%	-1%	.	-15%	-5%	2%	-1%	-1%	-3%
O=S1CC/C(=N\O)c2ccccc21 (stereo not given)	?	.	4%	-1%	?	-11%	-3%	2%	1%	3%	0%
CN(c1ccc(OCC(=O)OCC(=O)NCc2ccco2)cc1)S(=O)(=O)c1ccc2ccccc2c1	-27%	1%	23%	0%	-1%	4%	-1%	0%	0%	2%	-1%
COc1ccc(NC(=O)COC(=O)c2cccc(S(=O)(=O)N(C)C)c2)cc1	11%	3%	-1%	6%	-3%	5%	-3%	14%	1%	-1%	1%
N#CCCN1CCN(C(=S)c2ccc(-c3cc(Cl)ccc3Cl)o2)CC1	-25%	1%	-23%	-1%	-2%	3%	1%	3%	-3%	-16%	-2%
CCCn1nc(NS(=O)(=O)c2ccccc2[N+](=O)[O-])c2cc3ccccc3nc21	26%	-18%	-14%	-5%	?	0%	1%	-2%	-2%	-17%	-1%
CSc1nnc(-c2cccs2)n1-c1ccccc1	-43%	.	0%	-5%	-9%	20%	-9%	1%	-2%	-1%	-1%
O=C(/C=C/c1ccccn1)c1cc(Cl)cc(Cl)c1O	5%	-15%	-78%	-4%	.	-3%	-25%	-10%	-3%	0%	-25%
Cc1ccc(NC(=O)C(C)N2C(=O)C3C4CC(C(Br)C4Br)C3C2=O)cc1 (stereo not given)	27%	2%	-6%	-3%	5%	2%	-1%	-2%	-2%	5%	-6%
O=C(CN1CCN(c2ccc([N+](=O)[O-])cc2Cl)CC1)N1CCOCC1	48%	0%	7%	-3%	?	-9%	-7%	0%	-1%	1%	-2%
Nc1c(-c2ccc(Cl)cc2)cnn1-c1cccc([N+](=O)[O-])c1	25%	.	48%	-2%	?	-12%	?	6%	15%	15µM*	29%
Cc1ccc(C(=O)N/C(=C\c2ccc(-c3ccc(Cl)cc3)o2)C(=O)NCCCN(C)C)cc1	?	23%	-26%	-11%	?	?	-12%	26%	-10%	2%	-6%
CC1CCCCC12NC(=O)N(CC(=O)OCc1cccc(F)c1)C2=O (stereo not given)	.	-6%	5%	-2%	.	.	-7%	.	1%	2%	-1%
C/C(=N\NC(=O)C1CCCN(S(=O)(=O)c2ccccc2)C1)c1cccnc1 (stereo not given)	32%	0%	-4%	-1%	4%	?	-3%	-2%	-2%	11%	1%
COc1ccc(C(CNc2ncnc3sc(C)c(C)c23)N(C)C)cc1 (stereo not given)	-6%	-2%	-18%	-3%	-7%	-13%	-10%	40%[activator]	-11%	0%	-5%
COCCn1cc(C(=O)NCCCOC(C)C)c2c3ccccc3n(C)c2c1=O	5%	-4%	-28%	-3%	3%	2%	-1%	3%	-6%	0%&-6%	-5%
COc1cc(OC)cc(C(=O)NCCCNC(=O)c2cccnc2)c1	-26%	0%	-4%	-3%	0%	-1%	-1%	2%	0%	-1%	3%
CCOc1cc(N2CCOCC2)c(OCC)cc1NC(=O)COC(=O)c1cc(C)oc1C	8%	4%	-21%	-2%	4%	2%	1%	-3%	-2%	7%	1%
O=C(NNC(=S)Nc1cccc2ccccc12)c1cccc(Br)c1	-34%	11%	-54%	6%	-1%	?	-3%	-6%	-7%	-5%	2%
CCn1c(CSc2nnc3ccccn23)nc2cc(C(=O)O)ccc21	?	1%	-17%	2%	0%	3%	4%	?	3%	4%	0%
CC(C)(C)c1ccc(Cc2n[nH]c(=S)[nH]c2=O)cc1	-33%	1%	-6%	-3%	2%	-13%	-2%[1.84 µM]	-7%	-5%	?	-2%
CCC(=O)NC(=S)Nc1cccc(C(C)=O)c1	11µM*	-4%	1%	0%	-17%	13%	-2%	18%	-1%	1%	-3%
O=C(CN(c1ccccc1)S(=O)(=O)c1ccc(F)cc1)NCc1cccs1	.	3%	6%	2%	.	.	2%	.	3%	0%	-1%
Cc1cc(C)n2cc(CSc3nnc(N)s3)nc2n1	12%	-2%	-14%	-1%	-3%	-5%	10%	9%	1%	2%	-2%
O=C1C=C(c2ccc3c(c2)OCO3)C[C@@H](c2ccc3c(c2)OCO3)C1	.	1%	-8%	14%	.	.	0%	.	6%	1%	0%
CC1(C)Cc2cccc(OCC(=O)N3CCN(c4cccc(C(F)(F)F)c4)CC3)c2O1	.	4%	-28%	1%	.	.	-1%	.	5%	-1%	-1%
Cc1ccc(-n2c(SCC(=O)N/N=C/c3ccccc3C(=O)O)nnc2-c2ccc(Cl)cc2)cc1	-2%	1%	-1%	-1%	-11%	1%	-8%	13%	0%	-1%	1%
COc1ccc(-c2ccc(NCCN3CCOCC3)nn2)cc1OC	-4%	8%	-10%	-9%	14%	-1%	-3%	-7%	1%	-4%	6%
COc1ccccc1N(CC(=O)NC1CCCC1)C(=O)CCC(=O)Nc1ccccn1	-1%	4%	-14%	0%	-8%	16%	3%	2%	-3%	1%	-3%
CNC(=O)C1=C(C)n2c(nc3ccccc32)NC1c1ccc(OC)cc1 (stereo not given)	15%	2%	4%	4%	-1%[11.5 µM]	-1%	3%	5%	3%	-3%	1%
CCOC(=O)CCCCNCc1ccccc1	-31%	-2%	21%	3%	-3%	8%	1%	8%	14%	1%	2%
CSc1ncccc1C(=O)Nc1ccncc1	0%	-3%	-7%	-5%	-12%	?	-5%	?	2%	3%	12%
COc1cccc(C(=O)OCC(=O)c2ccc(S(=O)(=O)N3CCCCC3)cc2)c1OC	.	-11%	-15%	-4%	.	.	10%	.	2%	0%	8%
O=C(O)CNC(=O)c1ccc(NC(=O)/C(=C/c2ccccc2)NC(=O)c2ccccc2)cc1	-10%	-6%	-15%	4%	3%	-7%	-2%	?	0%	?	-5%
COc1cc(/C=C2\S/C(=N/S(=O)(=O)Cc3ccccc3)NC2=O)c([N+](=O)[O-])cc1OC	23%	7%	1%	-1%	?	-8%	-1%	-20%	-3%	-6%	-3%
O=C(O)CCc1ccc(-c2cccs2)n1CC(=O)Nc1ccccc1C(F)(F)F	11%	-2%	0%	-3%	6%	1%[10 µM]	-9%	7%	-2%	?	-3%
O=C(Nc1ccccc1)OCc1ccccn1	8%	-8%	74%	?	14%	3%	?	-6%	?	?	?
Oc1ccc(CN2CCc3ccccc3C2)c2cccnc12	1µM*	-11%	-104%[inhibitor]	.	10%	?	.	22%	.	1%	.
Cc1csc(SCc2nnc(-c3ccccc3Br)o2)n1	?	3%	?	?	-5%	-19%	1.8µM*	-7%	?	1.7µM*	1.4µM*
COC(=O)c1ccc(N2CCN(C)CC2)c(NC(=O)COc2ccccc2)c1	9%	-3%	-41%	-10%	2%	3%	0%	-18%	-6%	-1%	1%
CCCCCC(=O)NNC1=NCC(Cc2cccc(Cl)c2)S1 (stereo not given)	0.79µM*	2%	-21%	-4%	-4%	5µM*	-7%	7%	-3%	-4%	-9%
CCCC1(C(=O)OCC)NC(c2ccc(O)cc2)C2C(=O)N(c3cccc(C(C)=O)c3)C(=O)C21 (stereo not given)	-9%[1.91 µM]	0%	-2%	.	-6%	5%	9%	-1%	0%	0%	0%

Bioassay records deposited in PubChem by National Center for Advancing Translational Sciences (NCATS).

Some of the compounds tested; count on the stated rates, not on these rows.
